NPR2 activator = GC-B (human) receptor activation; HEK293-GC-B cells, CNP EC30, cGMP TR-FRET; 0% at EC30 CNP, 100% saturating CNP; activation, % at 10 µM; hit rate 0.11% among 370,000;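 active = activation at 10 µM reaching about 35% in either raw or pattern-adjusted values, limit read from the data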
HTRA1 inh = blocks human HTRA1 serine peptidase. Q92743. inhibition, % at 5.96 µM. AID 504803. recombinant HTRA1, FP-rhodamine activity-based probe, fluorescence polarization. hit rate 0.5% among 340,000; in the data active = inhibition above about 36%;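 note: 0% = enzyme with DMSO and 100% = wells lacking enzyme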
Target sequence (Q92743 whole entry, looked up): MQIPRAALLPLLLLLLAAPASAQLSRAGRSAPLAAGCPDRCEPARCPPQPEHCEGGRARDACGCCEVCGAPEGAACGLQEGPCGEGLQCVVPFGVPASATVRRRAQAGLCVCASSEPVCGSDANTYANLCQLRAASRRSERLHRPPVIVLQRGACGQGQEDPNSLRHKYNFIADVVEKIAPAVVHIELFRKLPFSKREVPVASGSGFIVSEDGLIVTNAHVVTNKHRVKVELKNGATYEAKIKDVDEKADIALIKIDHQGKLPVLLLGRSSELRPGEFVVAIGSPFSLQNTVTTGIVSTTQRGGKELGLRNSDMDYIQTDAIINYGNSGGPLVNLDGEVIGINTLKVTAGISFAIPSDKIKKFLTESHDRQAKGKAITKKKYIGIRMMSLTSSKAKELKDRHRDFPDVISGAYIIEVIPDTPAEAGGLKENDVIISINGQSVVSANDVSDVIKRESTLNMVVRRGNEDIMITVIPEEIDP
NR1D1 modulator = Rev-erb alpha (human) modulation. Rev-erbα–FITC-DNA binding, fluorescence polarization, 90 min. hit rate 0.79% among 370,000. P20393. activity, % at 10 µM;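 active = activity above about 14%, limit read from the data; passing the limit was not always enough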;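 note: 0% = DMSO wells with 35 nM protein and 100% = DMSO wells with 750 nM protein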
SMARCA2 act = increases SMARCA2 function in MMTV reporter cells | MG213 cells, MMTV-luciferase reporter, dexamethasone, overnight | activation, % at 9.1 µM | hit rate 1% among 370,000; in the data active = activation above about 7.8%;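 note: 0% = vehicle wells and 100% = reference activator wells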
rCAG binder = binds r(CAG) RNA repeats | AID 651821 | r(CAG) RNA repeat, TO-PRO-1 dye displacement fluorescence | hit rate 1.3% among 370,000 | inhibition, % at 3 µM;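 active = inhibition above the plate cutoff, the mean of all test compounds on that plate plus 3 SD, cut at about 35% in these data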;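 note: 0% = DMSO alone and 100% = 100 µM mitoxantrone as full dye displacement; higher means more dye released from RNA so lower well fluorescence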
PG9 binder = small molecules binding HIV-1 gp120 antibody PG9. inhibition, % at 6.7 µM. hit rate 0.43% among 360,000. AID 624416. TR-FRET gp120-PG9 antibody binding; in the data active = inhibition above about 8.5%
NPR1 activator = GC-A (human) enzyme activation; P16066; HEK293 GC-A cells, cGMP TR-FRET, EC30 ANP; 0% at EC30 ANP, 100% saturating ANP; activation, % at 10 µM; hit rate 0.14% among 370,000; AID 1671463; in the data active = activation above about 40%
ABHD4 inh = inhibitors of mouse ABHD4. Q8VD66. purified mABHD4, FP-Rh probe fluorescence polarization. inhibition, % at 8.92 µM. hit rate 0.54% among 370,000. AID 720543;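 active = inhibition exceeding the mean over every tested compound plus 3 SD, cut at about 30% in these data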;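 note: 0% = plate median of compound wells and 100% = S159A mutant with DMSO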
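System: mouse ABHD4 enzyme, wild type / Medium: HEPES pH 7.0, NaCl, Pluronic buffer / Reagent: FP-Rh activity-based fluorescent probe / Control set: S159A mutant high control, sample median low control / Detection: fluorescence polarization with parallel and perpendicular emission, 525/598 nm / Schedule: 45 min + 60 min at 25 °C / Compound dosing: 8.92 µM, single dose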
ASAP1 GAP inh = inhibitors of human ASAP1 ArfGAP activity | Q9ULH1 | ASAP1-stimulated ARF1 GTP hydrolysis, GDP FP detection | inhibition, % at 16.5 µM | AID 624377 | hit rate 0.19% among 360,000; in the data active = inhibition above about 25%;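 note: 0% = vehicle with enzyme and substrate and 100% = no enzyme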
Target sequence (Q9ULH1 325-724 limits assumed): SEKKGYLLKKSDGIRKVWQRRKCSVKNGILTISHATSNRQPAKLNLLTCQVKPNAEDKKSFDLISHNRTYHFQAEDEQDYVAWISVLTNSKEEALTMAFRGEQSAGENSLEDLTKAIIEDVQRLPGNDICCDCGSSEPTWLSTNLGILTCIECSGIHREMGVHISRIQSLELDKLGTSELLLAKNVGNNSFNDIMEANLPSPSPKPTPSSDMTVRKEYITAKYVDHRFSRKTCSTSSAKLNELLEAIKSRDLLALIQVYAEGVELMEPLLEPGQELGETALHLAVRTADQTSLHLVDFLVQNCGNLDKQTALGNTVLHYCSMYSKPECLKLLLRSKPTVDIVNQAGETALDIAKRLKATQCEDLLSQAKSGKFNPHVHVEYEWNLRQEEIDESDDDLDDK
ARFGAP1 inhibitor = inhibitors of rat ARFGAP1. Q62848. Arfgap1-stimulated ARF1 GTP hydrolysis, GDP FP detection. inhibition, % at 16.5 µM. hit rate 0.26% among 360,000. AID 651572;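 active = inhibition above a per-plate limit, mean inhibition of low control wells plus 3 SD, cut at about 25% in these data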;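 note: 0% = DMSO wells with enzyme and 100% = wells lacking Arfgap1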
Target sequence (Q62848 1-136 limits assumed): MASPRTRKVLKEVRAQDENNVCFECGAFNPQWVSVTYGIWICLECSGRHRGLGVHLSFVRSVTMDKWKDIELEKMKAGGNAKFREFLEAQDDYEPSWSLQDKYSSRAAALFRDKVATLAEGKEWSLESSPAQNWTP
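System: truncated rat Arfgap1 GAP domain / Benchmarks: high control wells lacking Arfgap1, low control full reaction with DMSO / Times: compound-enzyme preincubation 20 min, reaction 120 min, detection 60 min, 25 °C / Repeats: one replicate per compound / Also added: human ARF1(Δ1-17)-GTP substrate / Measured by: Tracer-displacement fluorescence polarization with EDTA stop, 620/688 nm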
Numbers without * were called inactive; · = not tested or not shown; & = joins results of further samples. An unsorted share of the library; about 4.4% have a hit in one of these screens.

Start of the data: the first 2 records (preview)
SMILES	NPR2 activator	HTRA1 inh	NR1D1 modulator	SMARCA2 act	rCAG binder	PG9 binder	NPR1 activator	ABHD4 inh	ASAP1 GAP inh	ARFGAP1 inhibitor
CCCCn1nnnc1C1(C)CCC(=O)N1CC(F)(F)F (configuration not stated)	-2	·	0	1	3	-1.7	2	0	-2	8
COc1ccc(-c2cc(C(F)(F)F)n3ncc(C(=O)NCc4ccco4)c3n2)cc1	5	-24	-21	0	6	1.2	12	-1	1	1

All compounds of this part, from the start:
SMILES	NPR2 activator	HTRA1 inh	NR1D1 modulator	SMARCA2 act	rCAG binder	PG9 binder	NPR1 activator	ABHD4 inh	ASAP1 GAP inh	ARFGAP1 inhibitor
CCCCn1nnnc1C1(C)CCC(=O)N1CC(F)(F)F (configuration not stated)	-2	·	0	1	3	-1.7	2	0	-2	8
COc1ccc(-c2cc(C(F)(F)F)n3ncc(C(=O)NCc4ccco4)c3n2)cc1	5	-24	-21	0	6	1.2	12	-1	1	1
O=C(Cn1c(=O)oc2ccccc21)N1CCN(c2ccc(N3CCOCC3)nn2)CC1	1	-2	1	-2	1	-0.5	6	3	-5	-3
COc1ccc(N2CCN(Cc3cc(=O)c(OCC(=O)NC4CCCC4)co3)CC2)cc1	-4	-1	-2	-1	-3	1.0	-3	-1	9	8
COc1cc(Cl)ccc1OCc1cc(C(=O)N2CCN(C)CC2)no1	-1	10	3	-3	0	-0.3	3	-12	-3	0
Cc1cc(C(=O)NCC(=O)OCC(=O)NCC2CCCO2)ccc1[N+](=O)[O-] (configuration not stated)	1	11	5	-4	4	1.2	-2	5	-1	-4
CN(C)CCCNc1ccc(-c2cc(Nc3cccc(Cl)c3)ncn2)cn1	-10	-1	-2	4	7	-0.7	-4	7	-8	10
CCSc1nc2sc3c(c2c(=O)[nH]1)CCCC3	-4	-1	14	3	0	0.0	-2	9	6	5
COc1ccccc1-c1cc(C(=O)Nc2cccnc2Cl)no1	0	2	3	3	-1	-1.9	-1	1	-6	-6
Cn1nc(C(F)(F)F)c2cc(NC(=O)OCc3ccc(F)cc3)sc21	7	-12	-1	-3	6	-1.6	3	-20	3	-5
CCc1ccc(-n2c(O)cnc2Nc2nc(C)cc(C)n2)cc1	-4	-2	0	-2	1	1.4	-4	6	8	15
CN1CCN(C(=O)CN2C(=O)CC(C)(C)S(=O)(=O)c3ccccc32)CC1	1	1	-3	-3	-1	-0.3	0	3	-2	-8
CC(C)(C)c1ccc(OCCCC(=O)NNC(=O)c2ccccc2O)cc1	3	36	-1	-4	17	-0.7	-2	-2	4	10
COc1cc(C(=O)O[C@H]2CC(C)=CC[C@@]3(C)CC[C@@](O)(C(C)C)[C@H]23)ccc1O	-8	-22	4	-1	-2	-0.2	-8	-29	14	3
CCn1c(SCC(=O)Nc2nccs2)nnc1-c1ccco1	1	-5	-5	-1	1	0.0	0	1	2	-10
COc1cccc(NC(=O)COc2ncnc3sc(C)c(C)c23)c1	-2	-20	3	1	11	-1.4	0	-4	7	4
Cc1nnc(Nc2ccc(O)cc2)[nH]c1=O	1	9	0	-5	-2	-2.1	2	43*	4	-6
COc1cc(/C=N/Nc2nc(C)cc(=O)[nH]2)ccc1OC(=O)c1cccnc1	20	5	-2	-2	-1	-2.2	8	5	-5	1
Cc1cc(C(=O)O)ccc1[N+](=O)[O-]	-4	-2	8	0	0	1.2	-2	2	-7	4
COc1ccc(-c2csc3ncnc(Oc4ccc5c(C)cc(=O)oc5c4)c23)cc1	-6	-6	3	-2	1	-1.0	4	2	-3	11
Cc1cc(NC(=O)c2cccs2)ncc1NC(=O)C(C)(C)C	5	-7	-3	1	-3	-1.3	1	-5	-11	-6
O=P(O)(O)c1cc(-c2ccccc2)oc1-c1ccccc1	2	2	2	-5	1	-0.2	-1	-1	-11	-3
COc1ccc(/C=C/C(=O)Nc2cccc(S(=O)(=O)NC3=NCCCCC3)c2)c(OC)c1	3	-37	-6	-3	7	-2.3	2	-21	11	8
COc1cc2c(cc1OC)CN(C(=O)c1cccc([N+](=O)[O-])c1)CC2	2	-2	-7	-4	-3	-2.7	1	-5	-4	-3
COCCCn1c(C)c(C(C)=O)cc(NC(=O)c2ccccc2)c1=O	-6	-4	4	0	-6	-2.3	4	-6	-18	-13
Later entries:
SMILES	NPR2 activator	HTRA1 inh	NR1D1 modulator	SMARCA2 act	rCAG binder	PG9 binder	NPR1 activator	ABHD4 inh	ASAP1 GAP inh	ARFGAP1 inhibitor
Nc1c(N2CCCCC2)c(=O)[nH]c(=O)n1-c1ccccc1	7	2	1	-3	-3	-2.4	8	-1	2	10
CCc1ccc(Oc2coc3cc(OC(=O)c4cc5ccccc5oc4=O)ccc3c2=O)cc1	-3	1	5	0	6	0.0	-3	3	-6	9
O=C1C(CSCc2ccccc2)NC(=S)N1c1ccccc1 (configuration not stated)	-8	·	2	3	6	0.3	-18	-2	0	11
Cc1ccccc1C(=O)Nc1c(-c2cccs2)c(=O)c2ccccc2n1C	2	1	1	2	-4	-0.4	-2	-1	-6	6
O=C(c1ccco1)N1CCN(Cc2cc(=O)c(OCc3cccc(F)c3)co2)CC1	6	13	-4	0	-6	0.8	-3	9	0	-7
Cc1cc(C)c(S(=O)(=O)NCC(=O)O)cc1C	2	3	0	-2	0	1.5	0	-2	-8	3
Cn1c(=O)cc(SCC(=O)NCc2cccnc2)c2ccccc21	2	1	4	-1	0	-1.9	-1	-7	1	-13
C/C(=N\NC(=O)c1c[nH]c2ccccc12)c1ccc2c(c1)OCO2	1	-14	1	4	5	-0.2	-3	-7	11	-9
Cc1ccc(NS(=O)(=O)c2ccc3c(c2)oc(=O)n3C)cc1F	0	-5	4	-3	3	0.9	7	-1	-4	-7
C#C[C@]1(OC(C)=O)CCC2C3CCC4=CC(=O)CC[C@@H]4C3CC[C@@]21C (some centres not stated)	-1	-1	7&-3	-4	-1	0.3	-4	-2	-9	6
Cc1ccc(-c2cc(C(=O)N/N=C\c3cnn(C)c3C)c3ccccc3n2)cc1C	3	-11	-2	0	13	0.0	0	-8	-7	2
O=C(OCCN1CCOCC1)c1ccc(OCCN2CCOCC2)cc1	8	1	-4	3	-8	-1.2	0	0	13	-3
Fc1ccc(-c2nc3c(Cl)cc(C(F)(F)F)cn3c2Cc2cccc(F)c2)cc1	2	·	12	-1	6	-2.1	6	-19	-3	11
COCCCNC(=O)[C@@H](Cc1ccccc1)NC(=O)[C@H]1O[C@@H](n2ccc(=O)[nH]c2=O)[C@H](O)[C@@H]1O	-3	·	0	-3	2	-1.1	3	3	9	-8
Cc1csc2nc(CNC(=O)C3CCCCC3)cn12	3	-6	4	1	0	0.2	-4	3	0	-14
COc1ccc(C)cc1NC(=O)CCN1CCN(c2ccccc2)CC1	7	1	2	-2	-10	-2.9	8	4	-3	12
c1csc(C2CCCN2c2nc3nonc3nc2NC2CC2)n1 (configuration not stated)	0	0	-1	-4	-1	-0.4	-3	-3	-1	-3
COc1ccc(OC)c(NC(=O)c2ccc(N3C(=O)C4CC=C(C)CC4C3=O)cc2)c1 (configuration not stated)	0	-2	-3	-1	1	-1.7	3	-2	-3	-1
COc1ccc(-n2nc3c(c2NC(=O)COc2cccc(OC)c2)CS(=O)(=O)C3)cc1	-4	1	-7	-1	7	-1.5	-3	7	3	7
COc1ccc(C(=O)/C(C#N)=N/Nc2ccccc2[N+](=O)[O-])cc1	-1	6	2	-2	16	-0.6	-5	1	3	-10
Cc1cccc(-c2noc(C3CCCCC3)n2)c1	-4	0	0	1	-1	1.9	0	3	-1	-9
C[C@@H]1CCN(C2CC2)S(=O)(=O)c2ccc(N3CCC[C@H]3C)cc2O1	6	·	7	-3	4	·	-1	5	·	·
CC1CCCN(CCCNC(=O)c2cc3c(s2)-c2ccccc2OC3)C1 (configuration not stated)	-4	-7	-8	0	7	2.2	-3	0	-4	-6
Cc1cccc(-c2nnc(N)s2)c1	4	-2	7	3	3	0.7	2	-6	1	3
CCN(CC)c1ccc(NC(=O)COc2ccc(-n3cnnn3)cc2)cc1	-7	6	5	0	1	-5.5	-2	8	10	-3
The list goes on.
SMILES	NPR2 activator	HTRA1 inh	NR1D1 modulator	SMARCA2 act	rCAG binder	PG9 binder	NPR1 activator	ABHD4 inh	ASAP1 GAP inh	ARFGAP1 inhibitor
COc1ccccc1NC(=O)c1ccc(S(=O)(=O)N(C)C)cc1	-4	0	-1	-4	2	1.5	2	-2	1	-1
CCC(C)(C)NC(=O)CN(C(=O)CCC(=O)Nc1nccs1)c1ccc2c(c1)OCO2	-4	1	-3	-2	-1	-0.5	6	1	-12	2
CC(=O)NCCN=C(C)c1sc2ccccc2c1O	-2	4	4	3	1	-4.5	-3	2	-5	1
CO[C@H]([C@H](C)/C=C/N(C)C=O)[C@@H](C)C(=O)CC[C@H](C)[C@H](O)[C@H](C)[C@H]1OC(=O)/C=C/C(C)=C/C[C@H](O)C[C@@H]2C=CC[C@@H](C[C@H](OC)C(C)(O)[C@@H](OC)C[C@@H](OC)[C@@H]1C)O2 (some centres not stated)	-31	·	-6	·	·	·	-28	1	·	·
CCn1c(-c2nn(-c3ccccc3)ccc2=O)n[nH]c1=S	0	-2	2	-5	-6	-0.5	-1	-8	7	3
COc1cc(NS(=O)(=O)c2cc(C(=O)N3CCN(C(C)=O)CC3)ccc2OC)cc(OC)c1	2	3	0	1	3	0.7	1	0	-6	0
C=CCC[C@@H](Cc1ccc(F)cc1)C(=O)OC[C@@H](Cc1c[nH]c2ccccc12)NC(=O)[C@H](CC=C)CC(=O)N[C@H](CO)Cc1ccccc1	-2	-8	4	0	-1	0.1	-2	3	-15	21
CCn1c(SCc2ccc(C#N)cc2)nnc1-c1cccc(Cl)c1	-2	3	-8	-2	-9	-1.3	-6	2	0	-1
COC(=O)CSc1nnc(CNc2ccc(Cl)cc2)n1-c1ccccc1	-9	-1	9	1	-6	-0.1	-8	-6	-2	-9
CCn1c2ccccc2c2nnc(SCC(=O)NC3CCS(=O)(=O)C3)nc21 (configuration not stated)	2	2	-2	1	-1	-1.2	2	0	10	21
CC(=O)N1c2ccccc2C(C)=CC1(C)C	3	3	1	4	-1	-2.3	-5	7	-2	-5
CC1CCCC(C)N1C(=O)Cn1nnc(-c2ccccc2)n1 (configuration not stated)	3	9	4	-2	-2	-0.7	-4	10	3	22
CC#CCOCC1CN(C)C(=O)O1 (configuration not stated)	1	2	2	0	3	-0.9	0	3	5	8
CC1CCC2(CC1)NC(=O)N(NC(=O)c1cccs1)C2=O (configuration not stated)	4	5	-2	1	2	-1.4	-2	-4	-10	0
Cc1ccc(NC(=O)COC(=O)c2csc3c2CCC(C)C3)cc1S(=O)(=O)N1CCCCC1 (configuration not stated)	3	-54	1	-4	11	0.9	2	-44	-3	5
COc1ccccc1-c1c(C)nn2c(N3CCN(c4ccccc4OC)CC3)cc(C)nc12	6	3	-4	0	1	-0.9	-2	0	-2	-4

Four entries already listed, arranged by their value in ARFGAP1 inhibitor, falling.
canonical_smiles | ARFGAP1 inhibitor
C=CCC[C@@H](Cc1ccc(F)cc1)C(=O)OC[C@@H](Cc1c[nH]c2ccccc12)NC(=O)[C@H](CC=C)CC(=O)N[C@H](CO)Cc1ccccc1 | 21
CC#CCOCC1CN(C)C(=O)O1 (configuration not stated) | 8
CC(=O)NCCN=C(C)c1sc2ccccc2c1O | 1
COC(=O)CSc1nnc(CNc2ccc(Cl)cc2)n1-c1ccccc1 | -9

Compound activity (PubChem BioAssay)
